HIF act: HIF pathway transcriptional activation. actives 0.32% (n = 300,000). U2OS HRE-luciferase reporter, luminescence; normalized: DMSO 0%, desferrioxamine 100%. activation, % at 7.5 µM (by protocol);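 active = mean activation of at least 10% of the iron chelator positive control signal, with at least half of replicates also reaching 10%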
Platelet DG rel: modulates dense granule release in human platelets | actives 0.22% (n = 300,000) | inhibition, %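 (compounds screened at 7.5 µM in platelet-rich plasma)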 | human platelet-rich plasma, SFLLRN dense granule ATP release, luminescence;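 active = mean replicate score, as percent of positive control, at or above 50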
aSyn UTR inh: 5' untranslated region of α-synuclein, MLPCN primary screen; actives 0.82% (n = 300,000); inhibition, % (tested at 7.5 µM); alpha-synuclein 5'UTR reporter, inhibitor activity; in the data active = inhibition above about 60%;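 note: H4 neuroglioblastoma cells stably carrying SNCA 5'UTR luciferase fusion; 0% = DMSO wells and 100% = positive control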
HDAC3 inh: blocks human histone deacetylase 3 | O15379 | inhibition, % at 8.3 µM | AID 2718 | recombinant HDAC3, fluorogenic peptide/trypsin coupled, fluorescence | actives 0.15% (n = 320,000); in the data active = inhibition above about 26%, passing the limit was not always enough
Target sequence (O15379 whole entry, looked up): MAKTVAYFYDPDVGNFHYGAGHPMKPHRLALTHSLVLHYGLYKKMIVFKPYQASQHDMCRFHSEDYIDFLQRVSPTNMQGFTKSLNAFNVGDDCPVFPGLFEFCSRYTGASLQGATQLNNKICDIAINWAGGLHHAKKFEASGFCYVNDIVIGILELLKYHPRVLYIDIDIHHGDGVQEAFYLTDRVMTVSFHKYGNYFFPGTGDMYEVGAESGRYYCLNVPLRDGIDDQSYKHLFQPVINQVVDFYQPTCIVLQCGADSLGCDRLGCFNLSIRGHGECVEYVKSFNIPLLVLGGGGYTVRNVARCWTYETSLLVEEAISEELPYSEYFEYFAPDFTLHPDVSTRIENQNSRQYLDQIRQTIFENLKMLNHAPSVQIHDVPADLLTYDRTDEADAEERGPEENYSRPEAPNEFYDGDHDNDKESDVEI
IEC-6 cytotox: IEC-6 cytotoxicity, counter-screen for KLF5 inhibitors; actives 0.78% (n = 290,000); luminescence viability; inhibition, % at 5 µM; AID 1825; in the data active = inhibition above about 22%;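 note: 0% = plate median of test compound wells and 100% = cytotoxic reference compound wells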
HSF1 activator: increases HSF-1 driven luciferase reporter signal | AID 504408 | NIH3T3-HGL HSF-1 luciferase reporter, MG132, 8 h; 100% = twice DMSO control signal | actives 1.7% (n = 300,000) | activation, % at 9 µM;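 active = mean replicate activation of at least 50% with a set share of replicates each reaching 50%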;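 note: 0% = median of the neutral control wells and 100% = twice that signal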
AI-2 QS mod: modulators of Vibrio harveyi AI-2 quorum sensing system; Vibrio harveyi JMH597 AI-2 luminescence/OD600 ratio, 9 h; hits give low values; strain lacks LuxN and CqsS sensors; 0 = neutral-control median; activity change, % at 7.5 µM; actives 0.4% (n = 300,000); AID 2094; in the data active = activity change below about -75%, passing the limit was not always enough;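 note: luminescence divided by OD600 gain over 9 h not by final OD600 alone; inactives centre near 13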
HSP90 refold inh: HSP90 refolding inhibition in rabbit reticulocyte lysate | inhibition, % at 5.6 µM | luciferase refolding luminescence, 3 h | actives 0.91% (n = 290,000);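 active = inhibition above the screen-wide mean plus 3 SD, computed separately per campaign, cut at about 16% in these data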;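 note: 0% = DMSO wells and 100% = 60 µM geldanamycin wells; inhibitors lower the luminescence because luciferase stays unfolded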
HSF1 inhib: HSF1 inhibition; NIH3T3-HGL HSE-luciferase, MG132-induced, luminescence 8 h; hits give low values; activity change, negative = inhibition, % at 7.5 µM (by protocol); actives 0.77% (n = 300,000); AID 2098;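 active = more than half of replicate wells show activity change below -50%, luminescence cut by over half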;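 note: luciferase reports HSF-1 transcriptional activity via heat shock element; 0% = median of DMSO wells and -100% = zero luminescence signal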
KLF5 inh: kruppel-like factor 5 inhibition; DLD-1 KLF5 promoter-luciferase reporter, luminescence; inhibition, % at 5 µM; actives 0.23% (n = 290,000);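 active = inhibition above a per-plate limit of that plate's mean compound inhibition plus 3 SD, cut at about 60% in these data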;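 note: 0% = DMSO wells and 100% = LY294002 at 200 µM; higher means less KLF5 promoter-driven luciferase light; inactives centre near -14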
* = called active by the depositor; . = not tested or not shown.

structure	HDAC3 inh	HSP90 refold inh	aSyn UTR inh	KLF5 inh	IEC-6 cytotox	HSF1 activator	HIF act	Platelet DG rel	AI-2 QS mod	HSF1 inhib
Cc1cccc(C)c1NC(=O)NC1(C(=O)NCCN2CCOCC2)CCCCC1	-2	-2	6	-35	-4	1	0.6	17	12	-9
Cc1ccc(C(=O)NC(=S)Nc2ccc3[nH]c(=O)[nH]c3c2)cc1C	-2	2	-10	19	-4	9	0.4	2	4	3
Cc1nnc2sc(COc3ccccc3)nn2c1=O	-3	9	9	-16	1	1	1.4	1	14	2
Cc1cc([N+](=O)[O-])nn1Cc1ccc(C(=O)N/N=C/c2ccccc2)cc1	0	0	-19	-17	0	19	-0.3	6	12	-1
COc1cc(NC(=O)c2ccccc2Cl)c(OC)cc1NC(=O)CN1CCCCC1	3	-7	4	10	4	-15	-0.2	2	-5	-1
Cc1ccc(CNC(=O)C(Cc2ccccc2)NS(=O)(=O)c2ccc(Br)s2)cc1 (stereo not drawn)	2	5	-8	7	-3	-4	0.2	3	7	3
COC(=O)c1ccc(S(=O)(=O)NCc2ccco2)n1C	.	-1	-16	9	-1	-6	-0.1	-4	10	-11
CCn1cc2nc(SCC(=O)Nc3ccccc3F)n(Cc3ccccc3)c(=O)c2n1	6	2	10	-15	-4	4	.	17	20	1
O=C(c1cc(Br)c[nH]1)N1CCSCC1	1	1	18	-1	-4	-86	-0.5	-3	14	-84*
C/C(=N\NC(=O)c1nn(C)cc1Br)c1cccc(NC(=O)C2CCCC2)c1	3	0	-61	-72	2	33	-35	-6	36	8
CCCCC(Sc1nc(C)c(Cc2ccccc2)c(=O)[nH]1)C(=O)O (stereo not drawn)	-2	-5	8	-7	5	3	-17	-2	37	3
CCOC(=O)C1CCN(Cc2coc3c(Cl)cc(Cl)cc3c2=O)CC1	3	0	10	-8	-5	-11	-0.2	-7	15	-3
COc1ccc(NC(=O)CCC(=O)N/N=C/c2cn(C)nc2C)cc1	-1	7	0	-15	2	30	0.1	-13	39	12
O=C(N/N=C/c1c[nH]c2ccccc12)c1cc(Cl)ccc1O	-3	0	-6	-28	7	1	-8.1	-4	-1	-1
CCCc1ccc(S(=O)(=O)Nc2ccc(C)c(NS(C)(=O)=O)c2)cc1	6	3	5	-27	14	2	-1.0	2	5	-5
COc1ccc(Oc2ccc(N/C=C3\CCCC3=O)cc2)cc1	7	-2	-53	-10	4	24	-0.5	-16	12	12
FC(F)(F)c1cc(N2CCOCC2)nc(-c2ccccc2)n1	0	-4	0	-13	-3	3	0.3	-2	25	-15
CCN1CCN(C(=O)CN2C(=O)COc3ccc(S(=O)(=O)N4CCOCC4)cc32)CC1	.	1	-12	-6	1	5	0.1	-2	14	-2
CC1CN(C(=O)CSc2nc(-c3ccccc3)cs2)CC(C)O1 (stereo not drawn)	6	4	-16	-40	-3	6	0.0	-7	13	-1
Cc1ccc(C)c(NC(=O)COc2cccc3c2CCN(Cc2ccccc2C)C3=O)c1	0	1	40	-10	-4	5	-0.3	15	13	6
O=C(CSc1n[nH]c(=O)n1-c1ccccc1)N1CCOCC1	-4	-4	-3	-44	0	8	-28	-25	5	-5
O=C(Nc1cc(SCCO)cc([N+](=O)[O-])c1)c1ccco1	4	-5	-17	-30	2	-7	0.1	-4	34	5
CC(C)N(Cc1ccccc1)S(=O)(=O)c1ccc2c(c1)NC(=O)CO2	.	0	4	-23	5	-3	0.3	-3	-3	-7
C/C(=N\N(Cc1ccccc1)c1ccccc1)c1ccncc1	-3	-2	-23	-13	3	6	-0.2	-1	10	-4
Cn1c(=O)oc2cc(S(=O)(=O)N3CCCC(C(=O)Nc4ccccn4)C3)ccc21 (stereo not drawn)	-4	-2	4	5	0	7	0.1	25	9	4

A different layout for 2 compounds above.
Each structure is followed by: HDAC3 inh, HSP90 refold inh, aSyn UTR inh, KLF5 inh, IEC-6 cytotox, HSF1 activator, HIF act, Platelet DG rel, AI-2 QS mod, HSF1 inhib
Cc1ccc(C(=O)NC(=S)Nc2ccc3[nH]c(=O)[nH]c3c2)cc1C
  -2, 2, -10, 19, -4, 9, 0.4, 2, 4, 3
Cc1nnc2sc(COc3ccccc3)nn2c1=O
  -3, 9, 9, -16, 1, 1, 1.4, 1, 14, 2

Additional compounds follow.
structure	HDAC3 inh	HSP90 refold inh	aSyn UTR inh	KLF5 inh	IEC-6 cytotox	HSF1 activator	HIF act	Platelet DG rel	AI-2 QS mod	HSF1 inhib
CC1(C)Cc2c(sc(NC(=O)c3ccco3)c2C(=O)O)CO1	5	3	-81	-79	8	11	0.3	3	13	14
O=C(CC(=O)NN=C1CCCCCC1)NCc1cccnc1	5	1	-3	-7	2	4	-0.3	1	11	-2
Cn1c(=O)[nH]c(=O)c2c1nc(SCCC(=O)O)n2Cc1cccc(Br)c1	3	-1	5	-53	-8	4	-1.6	-2	13	1
COc1cccc2cc(C(=O)Nc3ccccc3C)/c(=N/O)oc12	-3	-1	-114	-80	15	15	3.7	-11	15	13
C=C(C)Cn1c(=O)c2c(nc3n2CCCN3Cc2ccccc2)n(C)c1=O	-15	-1	5	-32	-4	3	0.1	-2	16	-2
CN(C)C(CNC(=O)c1ccc(S(=O)(=O)Nc2ccccc2)cc1)c1ccco1 (stereo not drawn)	.	.	-4	.	.	-7	0.0	-6	17	3
Cc1c(C(c2cccc(Br)c2)c2c(C)n(C)n(-c3ccccc3)c2=O)c(=O)n(-c2ccccc2)n1C	6	-2	21	-19	-2	6	-0.3	0	23	3
Cc1cccc(C(=O)OCC(=O)N(C)c2ccccc2)c1C	-2	1	-36	-12	4	-6	-0.4	7	0	-3
C/C(=N\N=C(N)N)c1cccc(Cl)c1	5	3	4	-24	1	-2	-0.1	5	23	-15
Cc1cc(C)nc(NC(=NCCc2c[nH]c3ccccc23)NC(=O)C(C)(C)C)n1	-4	-1	-11	-9	-5	13	0.2	-3	.	1
CN(C)c1nc(NCc2ccccc2)nc(N/N=C/c2ccc(Br)cc2)n1	-1	0	3	-77	1	-6	-0.6	3	6	-7
CCN(CC)CCn1c2ccccc2c2cnc(N=CN(C)C)c(C#N)c21	0	1	-29	11	2	-2	-0.2	-1	22	2
Clc1ccc(CSc2nnc(/C=C/c3ccccc3)o2)c(Cl)c1	-3	-1	-5	40	1	-23	1.1	-4	10	1
O=C(c1ccc(NC(=S)NCc2ccc(Cl)cc2)cc1)N1CCCCC1	6	1	-5	-23	-4	-4	-0.2	1	7	5
CCN(CC)S(=O)(=O)c1ccc(OCC2CCCCO2)c([N+](=O)[O-])c1 (stereo not drawn)	2	-4	21	-6	5	23	0.4	-4	29	7
O=C(O)CC1S/C(=N/N=C/c2ccc(-c3ccc(Cl)cc3[N+](=O)[O-])o2)NC1=O (stereo not drawn)	16	2	-22	-17	-7	9	-0.3	-2	36	14
NNC(=O)c1cccc(S(=O)(=O)Nc2cccc(C(F)(F)F)c2)c1	1	7	-2	-5	-7	-6	-0.2	4	8	-4
CC(=O)Nc1nonc1-c1nc2ccccc2n1C	0	-1	-7	-34	1	4	-0.3	3	21	-1
Cc1ccc(C)c(NC(=O)Cn2nnc(C(=O)NCc3cccs3)c2N)c1	7	-2	19	-10	-9	1	-0.5	6	16	-8
CCOC(=O)c1ccc(N2C(=O)CC(N3CC(C)OC(C)C3)C2=O)cc1 (stereo not drawn)	1	-1	.	-24	2	.	.	.	23	.
COc1ccccc1N(C(=O)CNC(=O)c1ccco1)C(C(=O)NC1CCCCC1)c1ccncc1 (stereo not drawn)	-3	0	-4	-8	7	9	-1.4	-3	0	-3
COc1ccc(NS(=O)(=O)c2ccc(O)c(C(=O)OCC(=O)NC3CCCCC3)c2)cc1	-2	-2	-6	-18	-7	1	-0.4	10	30	3
Cc1nn2c3c(cnc2c1-c1ccc(Cl)cc1)C(=O)CC(c1ccco1)C3 (stereo not drawn)	-15	.	-38	.	.	10	0.1	-4	11	-3
Cc1cc(C(F)(F)F)n2nc(-c3cnn(C)c3C(F)(F)F)c(Br)c2n1	-4	-3	1	-27	3	18	-0.8	2	6	3
CS(=O)(=O)N(Cc1ccccc1)c1ccc(C(=O)NCC2CCCO2)cc1 (stereo not drawn)	5	4	24	-2	1	10	0.4	2	8	-5
Nc1c(C(=O)N2CCOCC2)oc2ccccc12	-5	-2	-1	5	1	-19	-0.3	2	1	-1
O=C(CSc1nnc(NC(=O)c2ccccc2F)s1)Nc1ccccc1F	4	0	-36	-41	-1	-13	1.4	5	5	-2
COc1cccc(CC(=S)N2CCOCC2)c1	1	-6	23	-14	-4	9	0.9	-14	16	0
NC(=O)NOCc1ncc(C(F)(F)F)cc1Cl	-3	2	14	-9	1	-10	-0.6	22	26	-10
CCn1cc([N+](=O)[O-])c(C(=O)N2N=C3/C(=C/c4cccs4)CCCC3C2c2cccs2)n1 (stereo not drawn)	1	4	-21	-21	0	3	0.7	0	34	3
O=C(CCCC1=NS(=O)(=O)c2ccccc2N1)NCCc1ccc(Cl)cc1	0	-3	10	7	-6	8	1.2	-4	23	6
CC(C)N(CCNS(=O)(=O)c1ccc(Cl)cc1)C(C)C	-7	-1	25	-33	1	0	0.5	12	12	-3
CS(=O)(=O)c1ccc(-c2nn[nH]n2)cc1	2	-1	10	-40	-6	4	0.0	1	33	-4
Cc1cc(C)c(C)c(SCC(=O)Nc2oc(C)c3c(C)n[nH]c(=O)c23)c1C	5	.	-29	.	.	-11	-0.2	-2	20	1
COc1ccc(S(=O)(=O)N(C)CC(=O)NCCN2CCOCC2)cc1Cl	-9	-1	-9	-37	-1	-16	-0.3	-4	14	-3

Bioassay records as filed in PubChem.
